LDHA inh: qHTS assay for inhibitors of human lactate dehydrogenase; L-lactate dehydrogenase A chain (Homo sapiens), P00338; purified LDHA, NADH/diaphorase-resazurin fluorescence; hits give low values; activity change, % (values are at about 110 or 230 µM); 480,000 tested, 0.15% active; AID 1347041, 2019; in the data active means activity change below about -30%; inconclusive means mostly about -25% to -30%;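 further: plate controls were DMSO wells for no effect and wells without enzyme for full effect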
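Human LDH5 at 2 nM final in Tris HCl pH 7.4 with 0.06 mM NADH and 0.2 mM pyruvate, reacted 5 minutes at room temperature. Remaining NADH coupled via diaphorase/resazurin; resorufin fluorescence read at 0 and 20 minutes, normalized to enzyme-free and DMSO wells.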
RGS4 inhibitor: Inhibitors of Regulator of G Protein Signaling (RGS) 4: qHTS. Regulator of G-protein signaling 4 (Homo sapiens), P49798. Transcreener GDP fluorescence polarization, RGS4-accelerated GTP hydrolysis. Potency, µM (highest dose often 114 µM), inactives show at the highest dose activity change, negative = inhibition, most hits filed as inhibitors. 390,000 tested, 0.039% active. AID 504845, 2011; further: potency means the concentration at half of the fitted maximal effect; on the % scale 0 is the no-effect control and ±100 the full control effect; nearly all actives have a fitted effect of over 75% in size; some results filed as inactive show a strong effect at the top dose
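MLSMR compounds (23 nl, pin-transferred) preincubated 10 min at room temperature with a 500nM (2x) first reagent, then RGS4 at 900nM (2x) plus Transcreener GDP mix added; fluorescence polarization (620/688 nm) read before and after 90 min at 30 °C.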
Vif-APOBEC3G blk: qHTS for Inhibitors of Vif-A3G Interactions: qHTS; DNA dC->dU-editing enzyme APOBEC-3G (Homo sapiens), Q9HC16; HeLa A3G-eYFP + Vif (tagged APOBEC3G with the HIV-1 protein that degrades it), YFP fluorescence, overnight; Potency, µM (doses to about 46.1 µM), inactives show at the top dose activity, negative = active, hits mostly inhibitors; 410,000 tested, 0.076% active; AID 602310, 2012;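 further: potency means the concentration at half of the fitted maximal effect; on the % scale 0 is the no-effect control and ±100 the full control effect; nearly all actives have a fitted effect of over 60% in size; hits raise eYFP signal because A3G escapes Vif-driven loss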
Target sequence (Q9HC16 whole entry, looked up): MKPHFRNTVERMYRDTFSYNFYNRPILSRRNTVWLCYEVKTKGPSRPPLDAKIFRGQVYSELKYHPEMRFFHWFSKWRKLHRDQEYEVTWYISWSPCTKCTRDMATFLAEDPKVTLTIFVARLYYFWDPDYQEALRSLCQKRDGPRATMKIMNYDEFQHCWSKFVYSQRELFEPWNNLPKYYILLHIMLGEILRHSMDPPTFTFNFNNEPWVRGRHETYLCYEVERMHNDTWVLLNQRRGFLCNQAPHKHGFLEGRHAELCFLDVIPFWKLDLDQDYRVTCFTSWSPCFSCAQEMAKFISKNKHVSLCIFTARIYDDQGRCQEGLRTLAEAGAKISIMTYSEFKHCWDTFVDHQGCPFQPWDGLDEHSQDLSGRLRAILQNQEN
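HeLa cells stably expressing Vif and C-terminally eYFP-tagged A3G, seeded overnight at 37 deg C, then exposed to compound by pintool overnight at 37 deg C. Rise in yellow fluorescence (Ex 488/Em 500-530, Acumen) marks blocked Vif-driven A3G degradation.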
rTrxR1 inhibitor: qHTS Assay for Inhibitors of Mammalian Selenoprotein Thioredoxin Reductase 1 (TrxR1): qHTS; Potency, µM (top dose mostly 114 µM), without a hit: at the highest dose activity change, negative = inhibition, usual class: inhibitors; 390,000 tested, 1% active; Thioredoxin reductase 1, cytoplasmic (Rattus norvegicus), O89049; AID 588453, 2011; recombinant rTrxR1, NADPH fluorescence consumption, selenite substrate; further: potency means the concentration at half of the fitted maximal effect; on the % scale 0 is the no-effect control and ±100 the full control effect; nearly all actives have a fitted effect of over 65% in size
Target sequence (O89049 whole entry, looked up): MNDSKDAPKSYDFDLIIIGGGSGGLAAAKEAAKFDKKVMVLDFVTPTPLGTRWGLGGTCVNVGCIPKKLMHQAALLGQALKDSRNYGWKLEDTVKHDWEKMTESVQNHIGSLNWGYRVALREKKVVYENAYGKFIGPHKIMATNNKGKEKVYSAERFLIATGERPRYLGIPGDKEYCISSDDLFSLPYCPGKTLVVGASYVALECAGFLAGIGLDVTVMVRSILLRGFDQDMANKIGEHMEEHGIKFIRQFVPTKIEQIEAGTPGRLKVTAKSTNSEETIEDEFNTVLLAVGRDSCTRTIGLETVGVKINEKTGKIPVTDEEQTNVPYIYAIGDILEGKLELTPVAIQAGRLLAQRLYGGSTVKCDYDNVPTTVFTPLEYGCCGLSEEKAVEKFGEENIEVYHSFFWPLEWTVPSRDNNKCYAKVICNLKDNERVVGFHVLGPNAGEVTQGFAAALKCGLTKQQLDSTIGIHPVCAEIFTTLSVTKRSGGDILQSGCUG
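Rat TrxR1 (90 nM in the dispensed reagent) was pre-reduced with 400 uM NADPH for 5 min at room temperature, then incubated with compound for 15 min. After 400 uM selenite was added, NADPH fluorescence (Ex 340/Em 450 nm) was followed for 8 min.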
Glioma ERSR ind: qHTS for Inducers of the Endoplasmic Reticulum Stress Response (ERSR) in Human Glioma: qHTS. U87-MG GRP78 promoter luciferase reporter, 16 h. Potency, µM, without a hit: at the highest dose activation, most hits filed as activators. 420,000 tested, 0.02% active. AID 602332, 2012; further: potency means the concentration at half of the fitted maximal effect; series mostly up to about 76 µM; % of control where 0% means no effect; nearly all actives have a fitted effect of over 35% in size
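Stably transfected U87-MG glioma cells carrying a GRP78-based luciferase sensor; 16 h compound incubation. Luminescence end-point read 10 min after Bright-Glo addition at room temperature.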
Vif-A3F inh: qHTS for Inhibitors of Vif-A3F Interactions: qHTS; HeLa A3F-eYFP + Vif (tagged APOBEC3F with the HIV-1 protein that degrades it), YFP fluorescence increase; AID 602313, 2012; Potency, µM (doses to about 46.1 µM), for inactives: top-dose activity, negative = active; 390,000 tested, 0.2% active; further: potency means the concentration at half of the fitted maximal effect; % of control where 0% means no effect; nearly all actives have a fitted effect of over 65% in size
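Fluorescence increase (Ex 488/Em 500-530) after overnight compound treatment at 37 deg C flags inhibition of Vif-driven A3F-eYFP loss in stable HeLa A3F-eYFP/Vif cells seeded overnight beforehand.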
TrxR1 substrate: qHTS Assay for Substrates of Mammalian Selenoprotein Thioredoxin Reductase 1 (TrxR1): qHTS | Potency, µM (titrated, usually from 114 µM), for inactives: top-dose activity change, negative = substrate turnover | AID 588456, 2011 | purified TrxR1 substrate turnover, NADPH consumption readout | 390,000 tested, 0.01% active; further: potency means the concentration at half of the fitted maximal effect; on the % scale 0 is the no-effect control and ±100 the full control effect; nearly all actives have a fitted effect of over 50% in size
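Rat TrxR1, dispensed at 90 nM, was prereduced with 400 uM NADPH (final) for 5 min at ~22 deg C, then incubated with compound 15 min before 400 uM selenite. A first-read NADPH fluorescence drop versus no-compound background flagged substrates.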
USP1 inh: Inhibitors of USP1/UAF1: Primary Screen; Ubiquitin carboxyl-terminal hydrolase 1 (Homo sapiens), O94782; Potency, µM (top dose mostly 57.1 µM), for the others: at the highest dose activity change, negative = inhibition, most hits filed as inhibitors; 390,000 tested, 0.23% active; recombinant USP1/UAF1, Ub-Rhodamine cleavage fluorescence; further: potency means the concentration at half of the fitted maximal effect; on the % scale 0 is the no-effect control and ±100 the full control effect; nearly all actives have a fitted effect of over 60% in size; inactives centre near -12
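USP1/UAF1 complex (1 nM) preincubated 15 min at room temperature with compound, then Ub-Rho substrate (150 nM final) added. Kinetic fluorescence at 480/540 nm over 6 reads at 60 s intervals; 50 mM HEPES pH 7.8, 0.5 mM EDTA, 0.1 mg/ml BSA, 1 mM TCEP, 0.01% Tween-20.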
mIDH1 inhibitor: qHTS for Inhibitors of mutant isocitrate dehydrogenase 1 (IDH1): qHTS. Isocitrate dehydrogenase [NADP] cytoplasmic (Homo sapiens), O75874. IDH1-R132H enzyme, NADPH consumption, diaphorase/resazurin fluorescence. Potency, µM (top dose mostly 76.6 µM), inactives show top-dose activity change, negative = inhibition, usual class: inhibitors. 390,000 tested, 0.093% active; further: potency means the concentration at half of the fitted maximal effect; on the % scale 0 is the no-effect control and ±100 the full control effect; nearly all actives have a fitted effect of over 65% in size
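IDH1-R132H (0.5 ug/mL) preincubated 30 min with compound, then NADPH (0.016 mM) and alpha-KG (2 mM) added; 80 min at RT, pH 7.5. Remaining NADPH coupled via diaphorase/resazurin to fluorescence (540/590 nm); concentration-response curves normalized to no-enzyme control.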
* = called active by the depositor; ? = inconclusive; . = no result given; & = joins results of further samples; [ ] = another dose, or the depositor's remark. Unless noted, the call rests on the fitted dose curve; in most records, active means well fitted curve in the direction sought with a large enough effect; inconclusive means small, poorly fitted or top-dose-only effect, or another doubt; inactive means no such curve, though single readings can be large; an effect the other way counts as inactive or inconclusive.

SMILES	LDHA inh	RGS4 inhibitor	Vif-APOBEC3G blk	rTrxR1 inhibitor	Glioma ERSR ind	Vif-A3F inh	TrxR1 substrate	USP1 inh	mIDH1 inhibitor
Cc1ccc(-n2ncc(C(=O)NCCCN3CCCCC3)c2C2CCN(C(=O)OC(C)(C)C)CC2)c(C)c1	-1	17%	2%	24%	-1%	-4%	3%	-7%	18%
O=S(=O)(c1cccs1)N1CCC(Cc2ccccc2)CC1	-2	6%	-1%	5%	-4%	1%	-1%	-18%	2%
O=C(CI)Nc1cccc2cccnc12	3	-43%	0%	-9%	-2%	.	5%[0.457 µM]	.	.
CCOc1ccccc1C(=O)NC(C)c1ccc2c(c1)OCO2 (stereo not given)	-4	-2%	-16%	15%	-1%	-14%	2%	-3%	3%
COC1=C(NCc2ccc3c(c2)OCO3)C(=O)C(OC)=C(NCc2ccc3c(c2)OCO3)C1=O	30	17%	-4%	15%	-5%	2%	3%	-5%	5%
CNc1cnn(-c2ccc(C)cc2)c(=O)c1Cl	-9	4%[11.4 µM]	0%	7%[57.1 µM]	-9%	-5%	6%[57.1 µM]	-18%	9%
Cc1ccc2cc(C#N)c(NCCNC(=O)C3CCC3)nc2c1C	5	?	0%	11%	-4%	-5%	32%	1%	3%
CCn1c(SCC(=O)N2CCCc3ccccc32)nc2cccnc21	0	-3%[11.4 µM]	1%	-7%	-8%	0%	9%[57.1 µM]	8%	1%
COc1ccc(C(=O)Nc2ccccc2C(=O)NC(Cc2ccc(O)cc2)C(=O)NNC(=O)c2ccncc2)cc1 (stereo not given)	-13	3%	0%	4%[57.1 µM]	-3%	-9%	3%[57.1 µM]	-14%	1%
Cc1oc2nc(SCC(=O)Nc3ccc(S(N)(=O)=O)cc3)nc(NC(=O)c3ccccc3)c2c1C	-8	-7%	2%	9%	-5%	0%	36%[activator]	-13%	-1%
CN(CC(=O)Nc1ccc(N2CCOCC2)cc1)CC(=O)Nc1ccc(Cl)cc1[N+](=O)[O-]	2	-30%	1%	-7%[57.1 µM]	-1%	1%	11%[57.1 µM]	-18%	4%
COCCn1c(-c2ccc(OC)cc2)nc2ccccc21	-5	-11%	-5%	21%[57.1 µM]	0%	-2%	10%[57.1 µM]	-10%	5%
COc1ccc2oc(C(=O)OCC(=O)N3CCN(c4ccccc4)CC3)c(C)c2c1	-8	-6%	-2%	2%[57.1 µM]	-5%	-6%	26%	-6%	-3%
COc1ccc(NC(=O)COC(=O)Cc2ccc(-c3ccccc3)cc2)c(OC)c1	-1	-22%	-1%	4%[57.1 µM]	-4%	4%	6%[57.1 µM]	-15%	2%
O=C(Nc1nnc(SCc2ccc(Cl)cc2)s1)c1ccco1	-8	-69%[11.4 µM]	1%	-16%	-5%	-11%	13%[57.1 µM]	-27%	3%
CC(CC#CCN1CCOCC1)OCCC#N (stereo not given)	-3	-20%	-1%	9%	-3%	5%	-1%	-15%	7%
O=C(Nc1cccc(O)c1)c1cnn2cccnc12	-1	-11%	0%	-1%	3%	-18%	-1%	-13%	2%
COc1ccccc1NS(=O)(=O)c1cc(NC(=O)Nc2cccc(C)c2)ccc1N1CCCCC1	-8	-29%	-4%	-8%	-3%	-5%	-9%	-5%	1%
COc1ccc(S(=O)(=O)N2CCCC(C(=O)NCc3ccc(F)cc3)C2)cc1 (stereo not given)	-3	-3%	0%	0%[57.1 µM]	-4%	1%	0%[57.1 µM]	-15%	3%
O=C(NCc1ccccc1Cl)c1cnc2ccccc2n1	-6	-2%	-8%	-1%	0%	1%	-4%	-15%	6%
CCc1ccc(CN(C(=O)c2cc(=O)c3ccc(C)cc3o2)C2CCS(=O)(=O)C2)cc1 (stereo not given)	-13	-35%	7%	4%	-2%	0%	1%	47%[activator]	-7%
Cn1c(COc2ccc(Cl)cc2)nnc1SCC(=O)NC1CCCC1	-5	6%	-2%	23%	0%	-11%	5%	-4%	13%
Cc1ccc(-n2ncc3c2CC(C)(C)CC3NC(=O)c2ccc[n+]([O-])c2)cc1 (stereo not given)	-5	3%	0%	9%	-2%	-1%	5%	-6%	3%
CCN(CC(=O)Nc1ccc(NC(C)=O)cc1)C(=O)c1ccc2c(c1)OCO2	3	6%	0%	12%	-2%	0%	6%	-11%	-4%
COc1ccc(C(=O)c2cn[nH]c2-c2cc(Cl)ccc2O)cc1	6	19%	-9%	3%	1%	-14%	-8%	-13%	13%

Just mIDH1 inhibitor, for 6 of the compounds above:
Compound,mIDH1 inhibitor
O=C(Nc1nnc(SCc2ccc(Cl)cc2)s1)c1ccco1,3%
CC(CC#CCN1CCOCC1)OCCC#N (stereo not given),7%
O=C(Nc1cccc(O)c1)c1cnn2cccnc12,2%
COc1ccccc1NS(=O)(=O)c1cc(NC(=O)Nc2cccc(C)c2)ccc1N1CCCCC1,1%
COc1ccc(S(=O)(=O)N2CCCC(C(=O)NCc3ccc(F)cc3)C2)cc1 (stereo not given),3%
O=C(NCc1ccccc1Cl)c1cnc2ccccc2n1,6%

The listing picks up, starting two compounds before the break.
SMILES	LDHA inh	RGS4 inhibitor	Vif-APOBEC3G blk	rTrxR1 inhibitor	Glioma ERSR ind	Vif-A3F inh	TrxR1 substrate	USP1 inh	mIDH1 inhibitor
CCN(CC(=O)Nc1ccc(NC(C)=O)cc1)C(=O)c1ccc2c(c1)OCO2	3	6%	0%	12%	-2%	0%	6%	-11%	-4%
COc1ccc(C(=O)c2cn[nH]c2-c2cc(Cl)ccc2O)cc1	6	19%	-9%	3%	1%	-14%	-8%	-13%	13%
NCCCCc1cn(CC(=O)N2CCNCC2)nn1	4	-22%	1%	5%[57.1 µM]	-3%	7%	-6%[57.1 µM]	-6%	0%
O=C(NCc1ccccc1)C(c1c(F)cccc1Cl)N(C(=O)c1csnn1)C1CC1 (stereo not given)	-2	-9%	-3%	15%[57.1 µM]	-1%	-11%	4%[57.1 µM]	-7%	-3%
O=C(COC(=O)CCc1ccccc1)NC12CC3CC(CC(C3)C1)C2	-6	2%	0%	19%	2%	13%	-4%	-2%	-7%
O=C1C(Cl)=C(Nc2ccc(O)cc2)C(=O)c2ccccc21	23	8%	4%	?	-17%	-1%	0%	-24%	0%
O=C(COc1cc2oc(=O)cc(-c3ccccc3)c2cc1Cl)NC(Cc1c[nH]c2ccc(O)cc12)C(=O)O (stereo not given)	13	-10%	2%	1%	0%	-5%	1%	-34%	4%
Cc1ccc(NC(=O)CSc2nc(N)c(-c3ccccc3)c(=O)[nH]2)cc1Cl	-7	0%	-1%	23%[57.1 µM]	1%	-2%	-13%[57.1 µM]	-18%	8%
COc1ccc(S(=O)(=O)N(C)CC(=O)Nc2ccccc2SC)cc1Cl	0	-7%	1%	15%[57.1 µM]	-4%	-2%	6%[57.1 µM]	-1%	3%
C=CCc1c(C)nc(SC(C)C)[nH]c1=O	3	30%	-1%	-14%	-1%	-1%	-14%	-3%	2%
C[N+]1(CCn2ccc3ccccc32)CCCCC1	-16	-51%	1%	13%	1%	6%	5%	-13%	-5%
COC(=O)CC1Oc2ccc(F)cc2-n2cc(-c3ccc(C)cc3)nc21 (stereo not given)	6&-11	5%	-3%	11%[11.4 µM]	-3%	1%	10%[11.4 µM]	-16%	28%
COc1ccc(N2CCN(C(=O)CSc3nc(C)cs3)CC2)cc1	2	-5%	1%	17%	0%	10%	20%[57.1 µM]	-19%	2%
Cc1ccccc1Nc1c(-c2ccc(Cl)cc2)nc2c(C)cccn12	0	-6%	-7%	21%	0%	1%	5%	7%	-6%
CNC(=O)COc1ccc(-c2nn(C)c(=O)c3ccccc23)cc1	0	9%	-1%	1%	4%	-1%	-2%	-15%	2%
COc1ccc(-c2csc(N3CCN(c4cc5c(cc4Cl)nc(-c4ccncc4)n5CCOCCO)CC3)n2)cc1	4	?	-5%	4%[57.1 µM]	1%	1%	9%	-15%	14%

Compound activity from PubChem BioAssay.

An excerpt; count on the stated rates, not on these rows.
